Nrf2 activator – activates Nrf2 signaling | AREc32 ARE-luciferase reporter (MCF7-derived line), luminescence, 24 h | Potency, µM (highest dose often 46.1 µM), for the others: top-dose activation, hits mostly activators | 410,000 tested, 0.31% active | AID 624171; also: potency is read from the fitted curve at half-maximal effect; % of control where 0% means no effect; nearly all actives have a fitted effect of over 65% in size
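AREc32_Fluc, 1000 cells/well, OPTI-MEM + 5% FBS, o/n 37 deg C 5% CO2; 23 nL cpd by pin tool, 24 hr; Steady-Glo 30 min RT, luminescence.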
pAkt inh – inhibitors of Akt phosphorylation; Neuro2A IGF-stimulated pAkt S473 HTRF, 20 min; stronger effect = lower value; activity change, % for hits at 50 µM; 360,000 tested, 0.32% active; in the data active = activity change below about -80%; inconclusive = mostly about -51% to -80%; also: % is scaled to controls: 0 for no effect and ±100 for the full control effect
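Single-point screen (50 µM final compound) in Neuro2A cells stimulated 20 min with 6 nM IGF at 37 deg C. After lysis, Ser473-phosphorylated Akt read by HTRF (ex 330 nm, em 615/665 nm) as the 665/615 ratio.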
Mm-Cpn inhibitor – blocks the Methanococcus maripaludis chaperonin Mm-Cpn; purified Mm-Cpn ATPase, ADP Transcreener TR-FRET; Potency, µM (top dose mostly 76.9 µM), inactives show at the highest dose activity, negative = inhibition, hits mostly inhibitors; 330,000 tested, 0.031% active; also: potency is read from the fitted curve at half-maximal effect; % is scaled to controls: 0 for no effect and ±100 for the full control effect; nearly all actives have a fitted effect of over 80% in size
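Eu-cryptate anti-ADP/ADP-d2 competition gives a ratio inversely related to ADP. Enzyme at 25 nM was pre-exposed to compound for 10 min, then given 10 uM ATP for 30 min, 37°C throughout.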
Nrf2 inh – inhibitors of Nrf2 signaling | A549 ARE-Fluc reporter, luciferase luminescence, 18-24 h | Potency, µM (top dose mostly 46 µM), inactives show at the top dose activity change, negative = inhibition, most hits filed as inhibitors | 360,000 tested, 2.1% active; also: potency is read from the fitted curve at half-maximal effect; % is scaled to controls: 0 for no effect and ±100 for the full control effect; nearly all actives have a fitted effect of over 60% in size
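In this cell-based qHTS, ARE-driven firefly luciferase in A549 cells reports Nrf2 activity; the luminescent signal after BugLite lysis is the measured value, with a prior CellTiter-Fluor read for cell health.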
CCT modulator – changes cytosolic chaperonin activity | purified chaperonin ATPase assay, HTRF ADP detection, 30 min | activity change, % (concentration not given with the values), hits read low | 360,000 tested, 0.3% active; in the data active = activity change below about -30%; also: % is scaled to controls: 0 for no effect and ±100 for the full control effect
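We incubate TRiC, 40 or 20 nM final, with library compounds at 76 uM and 10 uM ATP for 30 min at 37 °C. ADP formed is detected with Transcreener HTRF reagents after 30 min at room temperature.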
ATXN viability – reduces viability in counter-screen for ATXN expression inhibitors; 400,000 tested, 0.49% active; AID 651635; S2 cells (HEK-293 line with an ATXN2-luciferase reporter) viability, CellTiter-Fluor protease fluorescence, 24 h; Potency, µM (highest dose often 56.7 µM), hits mostly cytotoxic; also: potency is read from the fitted curve at half-maximal effect; nearly all actives have a fitted effect of over 40% in size
HepG2 viability – kills HepG2 cells in TGF-b inhibitor counter-screen. HepG2 CAGA-GFP viability, ATP luminescence, 18 h. 410,000 tested, 0.76% active. AID 588856. Potency, µM (series often up to 46.1 µM), inactives show at the highest dose activity change, negative = cytotoxicity, actives largely listed as cytotoxic; also: potency is read from the fitted curve at half-maximal effect; some results filed as inactive show a strong effect at the top dose
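HepG2 CAGA-GFP cells (1000/well, DMEM with 1% FBS) received compound, then TGF-beta at 500 pg/mL final, and were incubated 18 hours at 37 degrees C. Viability was read by CellTiter-Glo luminescence. Media-only wells were set as complete cell-killing and DMSO as no toxicity.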
A549 tox – counter-screen for Nrf2 inhibitors: cytotoxicity in A549 cells; Potency, µM (titrated, usually from 46 µM), for the others: at the highest dose activity change, negative = cytotoxicity, actives largely listed as inhibitors; 390,000 tested, 0.16% active; A549 ARE-Fluc cells, CellTiter-Fluor viability, 18-24 h; also: potency is read from the fitted curve at half-maximal effect; % is scaled to controls: 0 for no effect and ±100 for the full control effect
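A549 ARE_Fluc cells in 5% FBS OPTI-MEM were exposed to compounds in concentration-response for 18-24 h at 37 deg C. Viability was read by CellTiter-Fluor fluorescence (Ex 405/Em 525) after 30 min, before the luciferase read.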
TGFb SMAD3 inh – inhibitors of TGF-b signaling. HepG2 CAGA-GFP TGF-b/SMAD3 reporter, GFP fluorescence, 18 h; TGF-beta stimulated, 500 pg/mL final. Potency, µM (doses to about 46.1 µM), for inactives: top-dose activity, negative = inhibition, hits mostly inhibitors. 410,000 tested, 1.2% active. AID 588855; also: potency is read from the fitted curve at half-maximal effect; % is scaled to controls: 0 for no effect and ±100 for the full control effect; nearly all actives have a fitted effect of over 65% in size
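Using HEPG2 CAGA-GFP reporter cells at 1000 cells/well, we pinned test compounds, stimulated with recombinant TGF-beta (500 pg/mL final) and measured total well GFP after 18 h.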
An asterisk follows results filed as active; i = inactive; ? = inconclusive; . = no result given; & = joins results of further samples; [ ] = remark or other dose. Unless noted, calls follow the shape of the dose curve; as a rule, active = well fitted curve in the direction sought with a large enough effect; inconclusive = small, poorly fitted or top-dose-only effect, or another doubt; inactive = no such curve, though single readings can be large; an effect the other way counts as inactive or inconclusive. The order is random; about 4.4% have a hit in one of these screens.

nr	canonical_smiles	Nrf2 activator	pAkt inh	Mm-Cpn inhibitor	Nrf2 inh	CCT modulator	ATXN viability	HepG2 viability	A549 tox	TGFb SMAD3 inh
1	O=C(C1CCCCC1)N1C[C@@H](O)[C@H](n2cc(-c3ccc(F)cc3)nn2)C[C@@H]1c1ccccc1	-1.0%	i	.	.	0.5	?	-28.9%	.	-14.0%
2	COc1cccc(Nc2nc(C(N)c3ccccc3Cl)cs2)n1 (centres undefined)	11.2%	i	.	.	1.8	i	-26.5%	.	?
3	Cc1cccc(N(C)S(=O)(=O)c2ccc3c(c2)C(C)(C)C(=O)N3C)c1	4.9%	i	1.4%	-11.4%	-0.5	i	-10.2%	5.0%	-17.9%
4	Cc1ccc(C)c(NC(=S)N/N=C/C(C)c2ccccc2)c1 (centres undefined)	0.4%	i	0.8%	6.7%	0.9	i	-2.3%	2.3%	-1.3%
5	CC1=C(C)CC(C(=O)NNC(=O)c2ccccc2)C(C(=O)O)C1 (centres undefined)	0.1%	i	-0.5%	.	0.5	i	35.5%	-0.4%	75.4%[activator]
6	CC1=C(C(=O)Nc2cccc(C(F)(F)F)c2)C2(CCN(C(C)C)CC2)OC1=O	4.0%	.	.	?	.	i	-20.3%	2.6%	-7.9%
7	Cc1ccc(C)c(S(=O)(=O)N2CCCN(C)CC2)c1	-0.4%	i	-0.2%	-14.2%	3.0	i	-6.8%	0.1%	-1.0%
8	O=C(CN1CCCCCC1)NC(c1ccccc1)c1ccccc1	-0.7%	i	-22.5%	11.1%	-2.4	i	-21.0%	0.3%	-0.3%
9	COc1ccc(NC(=O)c2cc(C3CCCCN3C(=O)OCCF)on2)c(C)c1 (centres undefined)	0.5%	i	.	.	-0.4	i	-6.6%	.	-0.6%
10	COc1cc(/C=N/Nc2ccc(C(F)(F)F)cn2)ccc1O	?	i	0.9%	10.1%	-0.1	?	-11.1%	-2.7%	-34.4%
11	Cc1ccc2cccnc2c1NC(=S)NC(=O)c1ccccc1	?	i	-2.3%	-6.1%	1.4	i	5.5%	-8.2%	-31.1%
12	Cc1cnc(C)c(Nc2nc(C(N)Cc3ccc(Cl)cc3)cs2)n1 (centres undefined)	0.5%	i	.	.	-0.1	i	-105.5%	.	17.8µM*
13	Cc1c(C(=O)NC(C)c2ccccc2)sc2ncnc(N(C)C3CCCCC3)c12 (centres undefined)	-0.1%	.	.	.	.	i	-3.2%	-4.6%	-1.6%
14	CCN(CC(=O)Nc1c(F)cccc1F)C(=O)CSc1nnc(-c2ccco2)n1CC	0.6%	i	-1.8%	4.6%	0.3	i	11.2%	2.4%	16.6%
15	CCN(CC)CCCN1C(=O)c2oc3ccccc3c(=O)c2C1c1cccc(OC)c1OC (centres undefined)	11.6%	i	-2.0%	13.0%	0.2	i	-8.7%	-13.5%	-2.6%
16	COc1ccc([N+](=O)[O-])cc1NC(=O)C(C)OC(=O)C1CCCC1 (centres undefined)	1.4%	i	-1.8%	-0.2%	0.4	i	-5.6%	3.3%	1.5%
17	COCCNC(=O)c1c[nH]c2ccc(S(=O)(=O)Nc3ccccc3F)cc2c1=O	0.1%	i	-2.0%	-12.7%	-3.0	i	-42.5%	0.2%	-2.8%
18	COc1ccccc1C(=O)Nc1ccc(S(=O)(=O)Nc2cc(C)nc(C)n2)cc1	0.1%	.	0.0%	?	-11.0	i	2.6%	2.9%	3.6%
19	Cc1cccc2cc3c(N)c(C(=O)N4CCOCC4)sc3nc12	-0.1%	i	-6.8%	5.5%	-2.7	i	-12.5%	0.9%	9.8%
20	CCCC(NC(=O)C(C)NC(=O)CO/N=C1\C=C2CCC3C4CCC(C(C)=O)[C@@]4(C)CCC3[C@@]2(C)CC1)C(=O)O (some centres undefined)	0.0%	i	-0.5%	5.9%	-18.5	i	-2.6%	-0.5%	-0.8%
21	COc1ccc(NC(=O)Cn2cnc3ccc(S(=O)(=O)N4CCC(C)CC4)cc3c2=O)cc1Cl	0.4%	.	.	0.3%	.	i	-8.2%	-1.5%	7.9%
22	O=S(=O)(NC1CCCCC1N1CCC(O)CC1)c1ccc(Cl)cc1 (centres undefined)	-0.6%	i	-0.5%	4.6%	1.1	i	9.8%	1.5%	13.7%
23	Cc1ccc(C=Nc2ccccc2C(N)=O)s1	3.0%	i	-2.0%	10.8%	-0.8	?	-1.0%	-3.9%	?
24	O=C1CC(N2CCOCC2)C(=O)N1c1ccc(Cl)cc1 (centres undefined)	-0.8%	i	-6.8%	-5.3%	-0.6	i	0.7%	12.8%	3.6%
25	Cc1cccc(N(C(=O)c2ccc(Cl)cc2)C2CS(=O)(=O)CC2OC(=O)c2ccc(Cl)cc2)c1 (centres undefined)	1.6%	i	-0.6%	?	-1.4	i	-0.6%	?	-8.2%
26	CCn1c(=O)c(C(=O)CN2CCN(S(=O)(=O)c3ccc(C)cc3C)CC2)c(N)n(Cc2ccccc2)c1=O	0.4%	i	-0.5%	-24.7%	1.2	?	-24.0%	-13.4%	?
27	Cc1cc(S(=O)(=O)n2ccnc2)c(Cl)cc1Cl	0.4%	i	0.7%	2.1%	-1.3	i	7.1%	0.9%	2.6%
28	CC(C)Oc1ccc(S(=O)(=O)N2CCOCC2)cc1NC(=O)c1ccc(N2CCCC2=O)cc1	-0.6%	i	0.0%	-15.9%	-2.0	i	-3.1%	-0.1%	-4.1%
29	CN1C(=O)/C(=C/c2ccc(OCc3ccc(F)cc3)cc2)N(C)C1=S	-0.3%	i	-0.1%	-24.3%	0.4	i	-27.4%	8.6%	-5.6%
30	O=C(NCCCN1CCCC1=O)c1cccc(Oc2ccccc2)c1	4.3%	i	-2.7%	-14.2%	-0.3	i	-2.5%	12.8%	-2.6%
31	CCOc1ccc(C(C)NC(=O)c2cccs2)cc1OCC (centres undefined)	-0.8%	i	.	-29.1%	0.9	.	13.4%	-7.5%	-16.6%
32	COc1ccc(C(=O)NC(=S)Nc2ccc(CN3CCOCC3)cc2)cc1OC	-0.2%	i	-0.3%	-17.2%	-3.5	i	-20.8%	0.2%	-4.1%
33	CCc1ccc(NC(=O)c2cnccn2)cc1	-0.3%[9.22 µM]	i	1.8%	?	2.2	i	-10.2%	-1.7%	0.1%
34	CC12CCC(C(=O)Nc3cc(Cl)ccc3Cl)(C(Br)C1=O)C2(C)C (centres undefined)	1.3%	i	-3.2%	?	-1.3	?	-1.2%	6.1%	?
35	CCOc1ccc(CNC(=O)Cn2c(=O)c3cccn3c3ccccc32)cc1	-0.2%&-0.9%	i	-3.6%	16.4µM*	-0.4	i	-0.6%&1.1%	-14.1%&-1.0%	1.1%&14.7%
36	COC(=O)c1cccc(NC(=S)Nc2ccccc2Cl)c1	0.6%	i	0.0%	-7.9%	0.1	i	2.0%	1.0%	3.7%
37	COc1cccc(-c2coc3cc4oc(=O)c(CCC(=O)O)c(C)c4cc23)c1	-1.0%	i	-2.7%	?	-0.8	?	-6.5%	-0.6%	0.5%
38	COc1cccc(CN2CCN(Cc3ccc4c(NC(C)=O)cccc4n3)CC2CCO)c1 (centres undefined)	2.1%	i	-10.3%	10.3%	-1.0	i	-15.1%	3.7%	-11.5%
39	O=C(NCc1ccc(F)cc1)c1ccc2oc(=O)n(Cc3ccccc3)c2c1	1.0%	.	.	.	.	?	-7.7%	4.3%	-11.6%
40	COCc1n[nH]c(=S)n1-c1ccccc1	0.3%	i	-1.1%	-14.4%	-1.8	i	-2.7%	0.6%	4.6%
41	Cc1ccccc1C1c2[nH]c3ccccc3c2C[C@H]2C(=O)N(c3ccccc3C(=O)NCCN3CCOCC3)C(=O)N12 (some centres undefined)	3.7%	i	-0.5%	3.4%	0.4	i	-19.0%	-14.7%	-9.0%
42	Cc1cc(C)c(NC(=S)N2CCC(N(C)CC3CCCO3)CC2)c(C)c1 (centres undefined)	-0.8%	i	0.0%	4.0%	-1.1	i	-10.5%	2.4%	27.4%
43	CC(OC(=O)c1n[nH]c2ccccc12)C(=O)NC1CCCCC1C (centres undefined)	2.4%	i	0.2%	-21.2%	0.0	i	-20.4%	9.2%	4.8%
44	COc1cccc(NC(=O)c2cnsn2)c1	2.6%	.	-1.3%	?	-0.1	.	-11.4%	-16.4%	6.1%
45	CCOc1ccc(CC(=O)NCc2ccc3c(c2)cc(C)n3C)cc1	-0.3%	i	-2.1%	-14.8%	-1.1	?	0.6%	-10.2%	0.3%
46	C=C(C)COc1ccc(-c2nc(N)ncc2Oc2ccccc2OC)c(O)c1	-0.2%	i	0.0%	-14.2%	0.4	i	-103.5%	5.7%	?
47	CCCCn1c(SCC(=O)NC2CC2)nnc1-c1ccncc1	-0.5%	i	1.7%	1.9%	-0.4	i	-11.4%	-11.8%	0.9%
48	N#Cc1c(N)sc2c1CCCCCC2	0.5%	i	-18.9%	9.0%	0.5	i	-15.4%	4.6%	-0.2%
49	Cc1ccccc1CN1C(=O)C2(OCCCO2)c2ccccc21	-0.9%	i	1.4%	.	0.8	i	-2.5%	-1.4%	-7.0%
50	COc1ccc(NC2CCCN(C(=O)CCc3ccncc3)C2)cc1OC (centres undefined)	2.6%	i	-1.2%	5.0%	0.5	i	-0.3%	14.8%	4.4%
51	O=C(Nc1cccc(C(F)(F)F)c1)c1cccnc1N1CCN(c2ccccc2)CC1	4.4%	i	-13.7%	?	-0.5	i	-30.0%	?	?
52	CCOC12NC(=O)CC(=O)N1C(c1ccccc1)=CS2 (centres undefined)	-0.3%	i	0.6%	1.0%	-3.0	i	-6.1%	-7.6%	-6.8%
